Screening results (PubChem BioAssay)
UTI89 phage lysis = inhibition of K1F phage lysis, E. coli UTI89, bacterial capsule biogenesis inhibitors, alamar blue (AID 488966). E. coli UTI89 K1F phage lysis, alamar blue, 2 h; higher % means a stronger effect. hit rate 0.02% among 340,000. inhibition, % at 100 µM; hits with a dose series show IC50 in µM;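 active = phage lysis inhibition, versus mean bacterial control, above a set limit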;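 also: capsule biogenesis inhibitors block K1F phage lysis so surviving cells raise fluorescence; higher fluorescence means more inhibition of phage lysis; actives were called in the ten point dose series up to 300 µM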
bCat nuc transl = modulators of beta-catenin nuclear translocation, primary screen, imaging, HeLa cells, immunofluorescence, high-content | nuclear translocation activity, % at 5 µM | hit rate 0.3% among 190,000;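 active = nuclear translocation activity above 50% at 5 µM, with a well cell count of 50 or more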;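 also: per-cell ratio of nuclear to cytoplasmic median beta-catenin stain intensity; plate controls were DMSO negative control for no effect and GSK-3 inhibitor IX positive control for full effect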
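Test system: human HeLa cell line; Doses: 5 µM primary, 0.02–20 µM confirmation; Incubation: 24 h compound exposure, 37°C; Detection: beta-catenin immunofluorescence imaging with DAPI; Read-out: beta-catenin nuclear/cytoplasmic ratio, % activation.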
Dynein transport = inhibitors of GR-EGFP nuclear translocation, primary screen, dynein cargo transport inhibitor project, imaging, high-content, 3617.4 mouse cells. test concentration mostly 20 µM; stimulated with dexamethasone, 1 µM; active compounds read low. hit rate 0.47% among 220,000. z-score, hits read low;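 active = plate z-score of nuclear minus cytoplasmic receptor signal below a set negative limit, without overly bright fluorescence or cell loss, cut at about -3.5 in these data, passing the limit was not always enough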;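 also: z-score of nuclear minus cytoplasmic ring GR-EGFP intensity difference per well; some compounds called inactive have numbers as strong as hits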
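Buffer or medium: tetracycline-free induction medium containing charcoal-stripped FBS / Reagent: dexamethasone agonist, 1.0 µM final, for 30 min / Technique: automated 10x imaging of fixed Hoechst-stained cells / Times: induction 48 h, compound 1 h, agonist 30 min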
MT stabilize HCS = microtubule stabilizers in HeLa cells, primary screen, imaging, high-content imaging. hit rate 0.83% among 200,000. % tubulin-high responders, % at 10 µM. HeLa tubulin immunostaining HCS, 24 h; share of cells brighter than vehicle mean+2SD;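 active = plate Z-score above 3 for both tubulin-high and condensed-nucleus cell shares, with cell loss under 80%, at 10 µM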;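 also: anti alpha tubulin signal scored within the nucleus-defined area of each cell; some results filed as inactive read as strong as hits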
Autophagy HCS = autophagy modulators in MEF cells, primary screen, imaging, high-content, MEF GFP-LC3; MEF GFP-LC3 puncta imaging; test concentration mostly 10 µM; hit rate 0.98% among 190,000; calls only at 10 µM (by protocol);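 active = percentage of spot-positive cells more than 3 SD above its plate mean, without a fluorescence outlier flag or 80% toxicity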;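 also: spot-positive cell cutoff set from DMSO-treated cells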
M17LAP inhibition = P. falciparum M17LAP inhibitors, primary screen, biochemical, fluorogenic H-Leu-NHMec substrate, 1536-well (AID 1619) | hit rate 0.38% among 220,000 | inhibition, % at 30 µM, or IC50 in µM where a hit was titrated | recombinant M17LAP, H-Leu-NHMec fluorogenic kinetic assay; higher % means a stronger effect | Leucine aminopeptidase (Plasmodium falciparum (isolate 3D7));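 active = compound inhibiting the enzyme by more than half at any dose during confirmatory dose-response retesting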;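 also: plate controls were full reaction with DMSO carrier for no effect and no enzyme background for full effect; strong numbers were not always called active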
P. falciparum M1AAP = P. falciparum M1AAP inhibitors, biochemical, fluorogenic H-Leu-NHMec substrate, 1536-well (AID 1445); Aminopeptidase N (Plasmodium falciparum (isolate 3D7)); recombinant M1AAP, H-Leu-NHMec fluorogenic kinetic assay; higher % means a stronger effect; one-dose inhibition, % at 30 µM; IC50 in µM for titrated hits; hit rate 0.42% among 220,000;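 active = primary inhibition above the hit cutoff, then over 50% inhibition at one or more dose response concentrations, cut at about 23% in these data, passing the limit was not always enough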;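 also: plate controls were DMSO full reaction for no effect and no enzyme background for full effect; strong numbers were not always called active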
ER stress rescue = rescue of cells from ER stress-induced death, primary screen, 384-well, CSM14.1, thapsigargin, ATP luminescence (AID 1222) | 190,000 tested, under 10 active | one-dose cellular ATP content (survival), % at 20 µM; EC50 in µM for titrated hits | CSM14.1 thapsigargin-induced death rescue, ATP luminescence; higher % means a stronger effect;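 active = EC50 below 50 µM in the dose-response confirmation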;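 also: death triggered by thapsigargin at about 15 µM added after 2 h compound pretreatment; cell ATP read after overnight thapsigargin exposure of roughly 18 to 22 hours; normalized against plate controls of thapsigargin alone and 5% DMSO vehicle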
Ins promoter up = insulin promoter activators in MIN6 cells, imaging, high-content screening, mouse beta cells; hit rate 0.3% among 190,000; MIN6 insulin promoter-GFP reporter; active compounds read high; z-score at 5 µM;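 active = z-score above 3 at 5 µM with at least 500 cells counted in the well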
Dynein transport cytoplasmic EGFP = also measured in Dynein transport; calls as there; z-score; measured here: cytoplasmic GR-EGFP intensity; active compounds read high
Dynein transport nuclear GR-EGFP = also measured in Dynein transport; calls as there; z-score; measured here: nuclear GR-EGFP intensity;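 lower value marks the stronger effect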
Dynein transport cell count = second read-out of Dynein transport, no call of its own (marks repeat the call); z-score; measured here: cell count per field
Ins promoter up cell count = also measured in Ins promoter up; calls as there; cell count; measured here: cytotoxicity, nuclei count;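 total cells summed across four imaged fields per well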
bCat nuc transl cell count 5 µM = further read-out of bCat nuc transl, marked with its call; cell count; measured here: cell count, cytotoxicity flag
MT stabilize HCS Hoechst-high % = further read-out of MT stabilize HCS, marked with its call; % Hoechst-high responders; measured here: nuclear condensation Hoechst responders;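 share of cells brighter than vehicle mean plus two SD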
MT stabilize HCS cytotoxicity % = second read-out of MT stabilize HCS, no call of its own (marks repeat the call); toxicity, %; measured here: cytotoxicity by cell density;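 0% = mean cell density of plate MIN control wells and 100% = no cells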
Autophagy HCS cell loss 18 h = further read-out of Autophagy HCS, marked with its call; toxicity, %; measured here: cell loss, nuclei count;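 cell loss after 18 h compound exposure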
Starred values were filed as active, the others as inactive; i = inactive; nt = no result given; [ ] = remark or other dose.

SMILES | UTI89 phage lysis | bCat nuc transl | bCat nuc transl cell count 5 µM | Dynein transport | Dynein transport cytoplasmic EGFP | Dynein transport nuclear GR-EGFP | Dynein transport cell count | MT stabilize HCS | MT stabilize HCS Hoechst-high % | MT stabilize HCS cytotoxicity % | Autophagy HCS | Autophagy HCS cell loss 18 h | M17LAP inhibition | P. falciparum M1AAP | ER stress rescue | Ins promoter up | Ins promoter up cell count
Cc1sc2c(c1C)CN(CCN1CCOCC1)CN2C(=O)c1ccccc1 | -0.3% | -0.8 | 1218 | -0.852 | -0.161 | -0.13 | -0.339 | 3.3 | 2.5 | 6.8 | i | 2.2 | 16.6% | 6.4% | 8.0% | -0.54 | 1354
O=C(c1ccccc1)c1cc(-c2ccccn2)c(N2CCOCC2)s1 | 0.7% | nt | nt | 1.25 | -0.148 | 1.53 | -2.42 | 3.1 | 1.4 | 8.7 | i | 3.6 | 1.9% | 1.2% | 1.6% | 0.31 | 1336
Cc1ccc(-c2nc3cc(C)ccc3o2)cc1 | 1.1% | -3.2 | 1129 | 0.376 | -0.249 | 0.158 | 0.21 | 1.7 | 1.9 | 12.4 | i | -7.4 | -6.4% | -1.7% | -6.0% | 0.4 | 741
CCCN(Cc1cc2cccc(C)c2[nH]c1=O)S(C)(=O)=O | -4.0% | nt | nt | 1.46 | 0.501 | 0.473 | -0.606 | 2.0 | 1.7 | 9.0 | i | 0.5 | -8.1% | 4.7% | -0.6% | nt | nt
C=CCOC(=O)CSCC(NC(=O)OC(C)(C)C)C(=O)OCC (stereo unspecified) | 0.1% | 0.3 | 1330 | 0.227 | -0.188 | -0.116 | 0.169 | 1.4 | 1.2 | 7.4 | i | -2.5 | -2.5% | 7.7% | 1.6% | -0.97 | 1536
CCOc1cc(-c2nc(-c3ccncc3)no2)cc(OCC)c1OCC | 0.7% | -5.4 | 980 | -0.386 | -0.158 | -0.283 | 0.341 | 1.4 | 1.5 | 8.5 | i | 0.9 | -13.6% | 5.4% | -2.4% | 0.77 | 1096
C=CCNC(=O)c1c(N)n(-c2ccc3c(c2)OCO3)c2nc3ccccc3nc12 | 0.3% | -3.3 | 1119 | 0.321 | -0.195 | 0.297 | -0.0992 | 3.0 | 2.1 | 0.4 | i | 9.9 | 12.0% | -0.8% | -1.2% | -0.26 | 1056
Cc1cc2cc3c(cc2nc1SCC(=O)Nc1ccccc1)CCC3 | 2.6% | nt | nt | 0.563 | -0.29 | 0.412 | 0.0173 | 6.0 | 3.6 | 5.2 | i | 11.0 | -11.6% | 4.1% | 3.2% | nt | nt
CCOc1ccc(/C(CCC(=O)O)=N/NC(=S)NCCc2ccccc2)cc1 | -0.2% | -2.3 | 1021 | 0.224 | 0.379 | 0.67 | -0.336 | 2.8 | 2.6 | 4.9 | i | -8.2 | -5.3% | -1.7% | -0.5% | nt | nt
O=C(NCc1ccc(Cl)cc1Cl)c1ccc2nc[nH]c2c1 | 0.3%[50 µM] | -0.3 | 929 | -0.0905 | -0.28 | 0.108 | 1.13 | 3.4 | 2.7 | 7.3 | i | 7.9 | -52.2% | -3.0% | -3.3% | -0.66 | 1317
CCCC(C(=O)NCC1CCCO1)N(Cc1ccco1)C(=O)CNS(=O)(=O)c1ccccc1 (stereo unspecified) | 0.0% | -4.9 | 935 | -0.202 | -0.324 | -0.161 | 0.474 | 4.7 | 4.1 | 3.5 | i | 6.4 | 7.7% | -0.9% | 0.8% | -0.16 | 1142
O=C(O)c1ccccc1C(=O)Nc1ccc(S(=O)(=O)NC2CCCCC2)cc1 | 3.8% | nt | nt | -0.614 | -0.271 | -0.416 | 0.587 | 5.5 | 2.1 | 1.1 | i | 10.4 | -12.4% | 0.9% | -0.3% | 0.28 | 1329
COCCN1C(=S)NC(c2cccc(C(F)(F)F)c2)C(C(=O)N2CCOCC2)=C1C (stereo unspecified) | 0.2% | 0.7 | 1541 | -0.202 | -0.283 | 0.569 | -0.405 | 2.3 | 2.2 | 6.8 | i | 16.0 | -0.5% | 3.3% | -0.9% | -0.43 | 1473
Cc1cc(NS(=O)(=O)c2ccc(C3CCCCC3)cc2)no1 | 3.0% | -6.3 | 1223 | -1.54 | -0.219 | -0.568 | 0.307 | 2.5 | 0.4 | 23.9 | i | 2.3 | 14.7% | 1.9% | 1.7% | 1.2 | 1356
Cc1cc(-n2cnc(-c3cn[nH]c3C)n2)no1 | -0.5% | 1.5 | 1294 | 0.416 | -0.117 | 0.224 | -0.508 | nt | nt | nt | nt | nt | 3.1% | 7.0% | nt | 0.81 | 1066
CCCc1sc(N2CCCC(C(N)=O)C2)nc1-c1ccccc1 (stereo unspecified) | -0.8% | 0.3 | 610 | -0.53 | -0.31 | -0.449 | 0.185 | 4.1 | 2.7 | 6.7 | i | -5.6 | -0.1% | 5.7% | -2.4% | -0.5 | 1332
CC1=CC(=O)OC1Cc1ccncc1 (stereo unspecified) | 2.2% | -0.5 | 1160 | 0.0517 | -0.0787 | 0.234 | -0.17 | 3.2 | 2.7 | 6.5 | i | -38.6 | -9.0% | 8.4% | -1.4% | -0.5 | 1193
Cc1cccc(C)c1OCC(=O)NNC(=O)c1ccoc1C | 0.8% | 4.3 | 1362 | -0.624 | -0.216 | -0.367 | 0.313 | 1.4 | 1.1 | 7.2 | i | -2.1 | 0.6% | 2.4% | -1.2% | 0.36 | 1505
Cc1ccc2nc3ccc(N4CCN(C)CC4)nn3c(=O)c2c1 | 0.1% | -1.2 | 1328 | -0.502 | -0.341 | -0.301 | 0.155 | 5.6 | 3.3 | 5.9 | i | -0.9 | -6.9% | 8.4% | -3.0% | 0.38 | 1516
CCN1C(=O)S/C(=C/c2ccsc2)C1=O | 1.8% | -1.0 | 1174 | -1.01 | -0.449 | -0.507 | 0.441 | 0.5 | 1.1 | 11.6 | i | 8.3 | 7.7% | 5.8% | 2.3% | 0.05 | 859
CN(C)S(=O)(=O)c1ccc(C(=O)NNc2nc(-c3ccccc3)c3cc(Br)ccc3n2)cc1 | 2.6%[50 µM] | -3.5 | 462 | -0.0452 | -0.326 | -0.357 | 0.403 | 1.9 | 3.0 | 9.7 | i | 1.4 | 5.8% | -14.3% | 9.2% | -0.2 | 1183
Oc1c(C(Nc2cccc(C(F)(F)F)c2)c2cccnc2)ccc2cccnc12 (stereo unspecified) | 9.9% | 1.0 | 1068 | -0.405 | -0.258 | -0.157 | 1.09 | 3.5 | 4.0 | 9.5 | i | 12.5 | 3.3% | -5.6% | -0.7% | -0.3 | 1399
O=S(=O)(c1ccc(S(=O)(=O)N(Cc2ccco2)Cc2ccccc2Cl)cc1)N1CCCC1 | 0.3% | -0.6 | 1028 | -0.884 | -0.23 | -0.167 | 1.18 | 4.2 | 2.1 | 7.1 | i | -3.0 | 3.0% | 1.5% | nt | -1.26 | 1051
CC(=O)Nc1c(C)cc(S(C)(=O)=O)cc1C | 2.9%[50 µM] | -2.2 | 496 | 2.23 | -0.167 | 1.18 | -1.66 | 4.5 | 2.7 | 14.3 | i | -3.2 | -11.4% | 0.5% | -1.1% | 0.1 | 1231
O=S(=O)(C=C(c1ccccc1)c1ccccc1)c1ccccc1 | 0.1% | 1.7 | 1402 | 0.404 | -0.194 | 0.729 | 0.915 | 4.1 | 1.6 | 3.8 | i | -8.3 | 2.7% | 5.1% | -1.6% | -0.21 | 1075
Cc1cc(C)n(C2CC(=O)N(c3ccc(C)c(Cl)c3)C2=O)n1 (stereo unspecified) | -0.8% | 0.5 | 1287 | 0.374 | -0.179 | 0.346 | -0.176 | nt | nt | nt | nt | nt | -8.2% | -5.5% | nt | -0.14 | 1017
O=C(Nc1ccccc1)N1CCN(S(=O)(=O)c2ccccc2)CC1 | -0.5% | -3.6 | 1177 | 1.31 | -0.218 | 0.819 | -1.02 | 1.4 | 1.6 | 5.9 | i | -23.1 | -0.1% | 0.5% | -1.5% | 0.62 | 1362
CCCCN(CC(=O)Nc1c(C)cccc1CC)C(=O)SCC | -0.2% | -4.8 | 1134 | -0.162 | -0.145 | 0.126 | 0.407 | 1.9 | 1.0 | 5.5 | i | 21.4 | 6.7% | 6.6% | -1.2% | 0.45 | 695
Cc1oc(-c2ccccc2)nc1CC(=O)O | 3.6% | -3.9 | 1206 | -0.165 | 0.551 | 0.29 | -0.897 | 1.3 | 1.1 | 1.2 | i | 6.7 | -1.0% | -2.0% | 3.2% | -0.38 | 931
CC(=O)Nc1nc(C)c(CCCOc2ccc([N+](=O)[O-])cc2)c(=O)[nH]1 | 0.2% | 2.7 | 1052 | -0.783 | -0.218 | -0.499 | 1.4 | nt | nt | nt | nt | nt | -4.0% | 2.1% | nt | -0.36 | 1412
O=C(COc1ccc(/C=N/NC(=O)C(=O)N2CCCCC2)cc1)Nc1ccccc1Cl | -0.2% | 6.0 | 417 | -0.573 | -0.274 | -0.187 | 0.422 | 3.4 | 2.2 | 5.0 | i | 31.9 | 0.4% | -0.3% | 0.4% | nt | nt
CCOC(=O)Cc1cc(=O)[nH]c(/N=C(\N)Nc2ccc(OC)cc2)n1 | 0.2% | -0.7 | 1303 | -0.161 | -0.248 | 0.022 | 0.102 | nt | nt | nt | nt | nt | -10.7% | 4.2% | nt | -0.23 | 1113
